ARFGAP1 inhibitor: inhibits rat ARF GTPase activating protein 1; inhibition, % at 16.5 µM; hit rate 0.26% among 360,000; AID 651572; Arfgap1-stimulated ARF1 GTP hydrolysis, GDP FP detection; Q62848;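 active = inhibition above a per-plate limit, mean inhibition of low control wells plus 3 SD, cut at about 25% in these data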;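 also: 0% = DMSO wells with enzyme and 100% = wells lacking Arfgap1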
Target sequence (Q62848 1-136 limits assumed): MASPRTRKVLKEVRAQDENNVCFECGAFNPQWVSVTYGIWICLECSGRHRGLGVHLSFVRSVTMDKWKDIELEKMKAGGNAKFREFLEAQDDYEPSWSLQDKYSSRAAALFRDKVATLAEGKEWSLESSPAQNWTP
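Material: truncated rat Arfgap1 GAP domain; Incubation: compound-enzyme preincubation 20 min, reaction 120 min, detection 60 min, 25 °C; Read-out: percent inhibition of Arfgap1-stimulated GTP hydrolysis; Technique: FP, GDP Alexa 633 tracer displaced from anti-GDP antibody, 620/688 nm; Controls: No-Arfgap1 wells (100%) versus DMSO full-reaction wells (0%); Replication: single well per compound.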
PLCg1 inh: PLC-gamma1 (human) inhibition, primary screen; AID 720700; inhibition, % at 12.2 µM; purified PLC-gamma1, fluorogenic substrate, fluorescence; hit rate 0.84% among 370,000; P19174; in the data active = inhibition above about 9.5%
PLC-beta3 inh: PLC-beta3 (human) inhibition, primary screen. Purified PLC-beta3, fluorogenic substrate, fluorescence. hit rate 0.18% among 370,000. Q01970. inhibition, % at 12.2 µM; in the data active = inhibition above about 11%;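 also: 0% = median of compound wells on plate and 100% = full blocker control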
ASAP1 inh: blocks human ASAP1-stimulated Arf1 GTP hydrolysis; hit rate 0.19% among 360,000; GDP FP detection; inhibition, % at 16.5 µM; in the data active = inhibition above about 25%;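 also: 0% = vehicle with enzyme and substrate and 100% = no enzyme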
Target sequence (Q9ULH1 325-724 limits assumed): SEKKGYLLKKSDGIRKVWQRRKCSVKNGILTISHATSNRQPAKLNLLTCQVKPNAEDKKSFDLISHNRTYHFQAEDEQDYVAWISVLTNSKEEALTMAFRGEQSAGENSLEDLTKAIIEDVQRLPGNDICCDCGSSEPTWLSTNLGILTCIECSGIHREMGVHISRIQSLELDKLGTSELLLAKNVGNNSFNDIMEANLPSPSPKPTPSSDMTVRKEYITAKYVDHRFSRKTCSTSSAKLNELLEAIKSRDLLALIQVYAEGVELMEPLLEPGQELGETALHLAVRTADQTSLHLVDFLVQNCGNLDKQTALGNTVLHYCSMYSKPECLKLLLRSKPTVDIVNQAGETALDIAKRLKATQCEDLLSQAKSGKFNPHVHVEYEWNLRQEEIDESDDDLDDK
Tn7 DDE FP: inhibitors of Tn7 peptide binding to human fibrin DD(E); P02675; FP displacement of FITC-Tn7 peptide from fibrin DD(E); 0% = median of compound wells per plate; inhibition, % at 8.3 µM; hit rate 0.13% among 370,000;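 active = inhibition above the mean of compounds falling within the control limits plus 3 SD of them, cut at about 14% in these data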;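 also: 0% = plate median of compound wells and 100% = 10 µM Aha-Tn7 peptide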
Target sequence (P02675 whole entry, looked up): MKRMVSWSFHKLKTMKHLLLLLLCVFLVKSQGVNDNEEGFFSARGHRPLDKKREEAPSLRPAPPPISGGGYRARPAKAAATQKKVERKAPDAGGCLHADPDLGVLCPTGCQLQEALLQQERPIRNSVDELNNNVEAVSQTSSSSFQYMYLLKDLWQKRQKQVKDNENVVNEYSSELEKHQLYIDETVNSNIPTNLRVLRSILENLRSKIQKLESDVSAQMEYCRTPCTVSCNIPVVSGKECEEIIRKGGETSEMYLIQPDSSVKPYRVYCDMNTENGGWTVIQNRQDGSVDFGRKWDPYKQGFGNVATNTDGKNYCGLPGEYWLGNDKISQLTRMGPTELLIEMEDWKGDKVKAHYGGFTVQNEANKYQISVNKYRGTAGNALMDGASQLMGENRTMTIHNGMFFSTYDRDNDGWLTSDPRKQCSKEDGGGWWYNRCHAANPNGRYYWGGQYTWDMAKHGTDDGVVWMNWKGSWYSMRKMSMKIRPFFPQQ
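system = human fibrin DD(E) protein | quantity = DD(E) 2 µM final | medium = Tris/NaCl/CaCl2 buffer, pH 7.8 | also added = labelled Tn7 tracer, 0.1 µM | compound dosing = single point at 8.3 µM | timing = compound with protein 10 min, then 3 h after probe, room temperature | signal = FP measurement | benchmarks = Aha-Tn7 high control | repeats = one replicate per compound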
KLK7 zymogen act: activates the human kallikrein-7 zymogen | P49862 | purified proKLK7, EDANS-DABCYL substrate fluorescence; 100% is mature enzyme control, 0% vehicle | activation, % at 7 µM | hit rate 0.9% among 370,000 | AID 652039;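 active = activation above the mean of all tested compounds plus 3 SD, computed per campaign excluding outliers beyond control limits, cut at about 13% in these data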
sPLA2-III inh: Inhibits HGIII-sPLA2 liposome hydrolysis, primary screen; Q9NZ20; QFRET BODIPY PC-A2 liposome hydrolysis, fluorescence; inhibition, % at 12.2 µM; hit rate 0.56% among 370,000; AID 743126;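 active = inhibition above mean plus 3 SD of compounds lying within the high and low control bounds, cut at about 19% in these data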;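 also: 0% = median of test compound wells and 100% = no enzyme DMSO wells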
DDE Tn6 FP inh: inhibitors of Tn6 peptide binding to human fibrin DD(E); AID 720509; inhibition, % at 8.3 µM; Fibrin DD(E) TRITC-Tn6 fluorescence polarization displacement; hit rate 0.21% among 370,000;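 active = inhibition above a per-campaign cutoff: mean of compounds within control limits plus 3 SD, cut at about 15% in these data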;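 also: 0% = median of all compound wells on the plate and 100% = blocking peptide control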
UHRF1 MBD2 ctr: blocks human UHRF1 binding to methylated DNA; inhibition, % at 4.4 µM; hit rate 0.75% among 370,000; Q96T88; UHRF1 binding to methylated oligo, TR-FRET; in the data active = inhibition above about 21%;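 also: UHRF1 SRA domain binding a hemimethylated CpG hairpin DNA probe; 0% = median of test compound wells and 100% = reference inhibitor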
NR1D1 modulator: modulates human Rev-erb alpha binding to DNA; AID 1259318; activity, % at 10 µM; P20393; hit rate 0.79% among 370,000; Rev-erbα–FITC-DNA binding, fluorescence polarization, 90 min;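 active = activity above about 14%, limit read from the data; passing the limit was not always enough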;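 also: 0% = DMSO wells with 35 nM protein and 100% = DMSO wells with 750 nM protein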
Active calls of the source: *; i = inactive; x = not tested or not shown. Outcome played no part in choosing rows. About 4.5% of those tested had a hit in this group.

Screens in order – ARFGAP1 inhibitor	UHRF1 MBD2 ctr	DDE Tn6 FP inh	NR1D1 modulator	KLK7 zymogen act	PLCg1 inh	sPLA2-III inh	PLC-beta3 inh	ASAP1 inh	Tn7 DDE FP
> O=C1C2ON(c3ccccc3)C(c3cccnc3)C2C(=O)N1c1ccc(Cl)c(Cl)c1 (configuration not stated)
    -5	-3	-3	3	-0.1	-4	-15	-2	5	-9
> COc1ccccc1-n1cnnc1SC(C)C(=O)Nc1ccc(NC(C)=O)cc1 (configuration not stated)
    0	0	-4	4	0.1	4	5	-7	4	-8
> C=CCOc1ccc(/C=C/C(=O)OCC(=O)N2CCCc3ccccc32)cc1
    1	-1	3	3	-0.6	1	4	-9	-6	-6
> CCC(C)(C)NC(=O)Nc1cc(Cl)ccc1OC
    -11	0	5	0	-0.2	0	0	4	-3	0
> COCCCNC(=O)Cn1nnc(-c2ccc(NC(=O)c3ccccc3OC)cc2)n1
    8	1	2	-5	-10	-2	1	-3	1	7
> C/C(=N\NC(=O)CSCc1ccccc1Br)c1cccc([N+](=O)[O-])c1
    1	-1	-7	1	-0.6	-2	1	1	0	4
> CC1(C)CC(=O)C([N+](=O)[O-])=C(NCCCO)C1
    8	-2	-5	-1	-0.1	8	2	1	7	6
> O=C(CCCOc1ccccc1)NNC(=O)c1ccc(Cl)cc1
    3	7	-2	-1	0.2	2	-16	2	-8	-2
> Cc1ccc(S(=O)(=O)N2CCN(CC(=O)N/N=C\C(Cl)=C\c3ccccc3)CC2)cc1
    -3	-2	3	-1	-0.5	1	0	3	-7	3
> CCOc1ccccc1Oc1coc2cc(OC(=O)c3ccco3)ccc2c1=O
    12	-1	9	2	96*	i	2	i	1	0
> CCCc1nc2c3ccccc3ccn2c1Cc1ccc(C)cc1
    -9	18	5	0	0.2	-8	0	-11	3	6
> CC1(C)CC(=O)C=C(c2cccc3c2sc2ccccc23)C1
    3	-1	5	3	-2.9	-14	4	-29	-2	-2
> CCC(=O)Nc1ccc(S(=O)(=O)Nc2ccc(Cl)nn2)cc1
    6	-1	3	-1	0.1	-2	3	-1	-13	4
> N#C/C(=C/c1ccc(Sc2nc3ccccc3[nH]2)o1)c1cccc(Br)c1
    9	-2	-4	7	-13	-36	-15	-49	2	-2
> CCOC(=O)c1[nH]c2ccc(OC)cc2c1NC(=O)c1ccc2c(c1)OCO2
    0	0	-1	-2	-0.2	-18	-8	-23	-1	4
> Clc1ccccc1C1=CC(c2ccco2)n2ncnc2N1 (configuration not stated)
    -4	6	-3	1	9.2	-71	1	-97	-2	0
> COc1ccccc1N(C)S(=O)(=O)c1ccc(C(=O)NCC(C)C)cc1
    3	5	-2	3	0.3	7	5	6	0	2
> Cc1c(CNCc2cccs2)c(C(=O)O)c(C)n1Cc1ccccc1
    -3	0	0	4	-0.2	0	-4	-2	-1	1
> N#Cc1ccccc1Sc1ccccc1C(=O)OCC(=O)NC1CCCCC1
    9	-7	2	61*	0.3	2	2	1	7	4
> O=C(Nc1ccccc1)C(=O)c1c[nH]c2ccccc12
    3	1	2	9	1.9	3	-12	-8	7	-10
> O=C(CCNC(=O)c1ccc(Br)cc1)NNC(=O)C1COc2ccccc2O1 (configuration not stated)
    6	0	0	1	0.0	-3	1	-3	-19	3
> Cc1ccc(NC(=O)CSc2nnc(-c3n[nH]c4ccccc34)n2-c2ccccc2)c(C)c1
    -4	5	1	15	1.0	3	-18	1	11	-5
> Nc1ccccc1Nc1c(F)c(F)nc(F)c1Cl
    4	-1	-8	0	0.0	0	11	-12	6	0
> COc1ccc([N+](=O)[O-])cc1CSc1ccccn1
    -4	2	1	1	0.7	-1	2	-1	-11	2
> N#C/C(=C\c1cccs1)C(=O)N1CCOCC1
    8	-1	0	1	-0.2	0	0	-1	-5	-5
> CCOC(=O)C1=C(CC)OC(N)=C(C#N)C1c1ccc(OC)c(C)c1OC (configuration not stated)
    -3	-3	4	8	0.7	-3	-47	-7	5	10
> O=C1CC(c2cccs2)c2ccc3ccccc3c2N1 (configuration not stated)
    0	-4	3	7	0.0	-1	-7	-8	-20	-1
> COc1ccc([N+](=O)[O-])cc1CSc1nnc(NC(C)=O)s1
    -3	2	4	-3	-0.3	1	5	-6	0	1
> CCCN(C(=O)CSc1nc(C2CC2)n(-c2ccccc2)n1)C1CCS(=O)(=O)C1 (configuration not stated)
    -5	0	-2	0	0.5	0	11	-9	4	8
> c1ccc2c(c1)ncn2CCCCOc1ccc2c(c1)CCC2
    2	2	4	-3	0.3	1	-16	0	2	3
> O=C(c1ccccc1F)N1CCN(Cc2ccc3c(c2)OCO3)CC1
    5	-1	-5	-1	0.3	1	-4	-5	13	-3
> O=C(Nc1ccc(S(=O)(=O)NCc2ccco2)cc1)c1ccc(F)cc1
    13	0	-7	5	1.5	1	-20	-3	16	1
> COc1ccc(S(=O)(=O)N2CCC(c3nc4ccccc4[nH]3)CC2)cc1
    -12	-2	-2	2	0.1	2	-5	-1	12	-1
> Cc1ccc2nc(N(CCCN(C)C)C(=O)c3ccc(S(=O)(=O)N(C)C)cc3)sc2c1
    -8	-4	-6	1	-0.1	1	0	8	-4	-6
> COc1ccc(CCNc2nc(-c3ccncc3)cs2)cc1OC
    -9	1	-3	-3	0.2	-9	-2	-21	-12	-4
> COc1ccc(C(=O)NCc2c(C)nn(Cc3ccccc3)c2C)cc1S(=O)(=O)N1CCOCC1
    5	1	-6	-4	0.0	2	-4	-7	6	-1
> COCCCNC(=O)CC1C[C@H](C(=O)N(C(C)C)C(C)C)[C@@]2(C)c3[nH]c4ccccc4c3CCN2C1=O (some centres not stated)
    -2	-14	-1	-7	1.2	1	-1	3	-3	-5
> CC(C)N1CCC(NC(=O)Nc2ccccc2)CC1
    -4	19	3	-5	-0.1	1	-1	1	-6	5
> O=C(COC(=O)c1c(Cl)cccc1Cl)NC1CCCCC1
    14	0	0	-2	-0.1	1	-1	1	14	-3
> O=C(/C=C/c1ccc(Cl)cc1Cl)c1ccc[nH]1
    9	2	4	-2	0.1	4	-9	-1	4	-1
> CN1C=CC(C(C(N)=O)c2ccccc2)c2ccccc21 (configuration not stated)
    6	-1	-4	-1	0.3	0	10	4	-1	1
> Cc1nc(-c2ccccc2)[nH]c(=O)c1Oc1ccc(Cl)cc1Cl
    -3	2	-5	-7	0.3	-3	9	-5	-12	3
> C=C(C)C(=O)Nc1cccc(C2=NOC3(C2)C[C@@H](C(N)=O)N(C(=O)/C=C/C=C/C)C3)c1 (some centres not stated)
    3	79*	0	-16	-0.4	6	1	0	-2	-6
> COc1ccc(N2CCN(C(=O)c3ccc(C)c(NC(=O)C4=C(C)OCCS4)c3)CC2)cc1
    -5	-1	-1	1	0.9	1	3	-4	-8	-4
> COc1ccccc1CNC(=O)COc1ccc(S(=O)(=O)N2CCOCC2)cc1
    12	0	0	-2	-0.6	3	4	-5	3	2
> O=C(c1cccs1)N(Cc1ccco1)C1CCS(=O)(=O)C1 (configuration not stated)
    2	-3	1	-2	-0.8	-1	-1	1	4	-4
> CCOCCn1c(CN2CCN(C)CC2)nc2c1c(=O)n(C)c(=O)n2C
    -7	2	-1	-3	0.5	-1	4	-4	-3	-1
> CCn1c(SCC(=O)C(C)(C)C)nnc1-c1cccnc1
    7	-2	6	-7	-0.9	2	2	1	-3	6
> CCOC(=O)c1nc(C)n(-c2cc(Cl)cc(Cl)c2)n1
    3	-1	4	0	0.7	-1	3	0	-15	-7
> Cc1cc(N2CCN(C(C(=O)NC3CCCC3)c3ccc(-c4ccccc4)cc3)CC2)c2ccccc2n1 (configuration not stated)
    -12	-3	0	-4	0.1	2	-8	2	10	-3
> CCCn1c(C)cc(C(=O)COC(=O)c2nccnc2N)c1C
    -1	-1	7	x	6.2	-12	4	-24	4	8
> O=C(CCNC(=O)c1ccc(Cl)cc1)Nc1ccncc1
    4	0	7	1	0.8	-1	-4	-1	11	-5
> CC(C)C(=O)NC(Nc1cccc2cccnc12)C(Cl)(Cl)Cl (configuration not stated)
    19	-4	-4	3	0.9	0	-3	-2	11	-7
> O=C(NC1CCCC1)C(c1cccs1)N(C(=O)c1ccno1)c1ccccc1 (configuration not stated)
    4	-1	-1	-4	0.0	-103	3	1	2	-7
> Cc1cc2c(c(=O)o1)C(C1C=CCCC1)C(C#N)=C(N)O2 (configuration not stated)
    4	-3	1	0	-0.3	-3	-2	-3	-2	2
> CC(=O)NNc1nc(-c2ccccc2)c2cc(Cl)ccc2n1
    -6	0	2	-2	-0.8	4	9	1	-12	1
> O=C(CCCN1C(=O)/C(=C/c2ccccc2Cl)SC1=S)NNC(=O)c1ccccc1
    -4	0	-1	-1	0.3	-2	-3	-3	-2	-4
> COc1ccc(C(=O)O)cc1S(=O)(=O)NCCN(C)C
    3	2	-8	-1	-0.3	4	11	-2	7	-3
> COc1ccccc1N1CCN(C(=O)CSc2nc3ncnc(N)c3[nH]2)CC1
    0	5	-2	-2	0.8	0	5	0	0	4
> CC(C(=O)N1c2ccccc2CC1C)N1CCN(S(=O)(=O)c2ccccc2F)CC1 (configuration not stated)
    -13	0	5	-1	-0.1	2	-6	-2	-19	-8

The list goes on.
Screens in order – ARFGAP1 inhibitor	UHRF1 MBD2 ctr	DDE Tn6 FP inh	NR1D1 modulator	KLK7 zymogen act	PLCg1 inh	sPLA2-III inh	PLC-beta3 inh	ASAP1 inh	Tn7 DDE FP
> CCCCNC(=O)C1c2ccccc2OCC(=O)N1Cc1ccccn1 (configuration not stated)
    -10	0	-2	2	0.0	1	-1	-1	5	-2
> COc1ccc(C(=O)NC(=S)NNC(=O)c2cccc(C)c2)cc1
    0	-4	6	8	0.1	-3	27*	-10	-11	2
> CCc1ccc(-c2nnn(CCC(=O)OC)n2)cc1
    6	-1	3	4	0.1	1	-1	5	7	-2
> Cc1ccc(S(=O)(=O)N2CCCCC2)cc1NC(=O)CCNC(=O)c1ccccc1
    13	5	-10	0	0.1	12*	8	-4	-4	-2
> O=C(/C=C/c1ccccc1)Nc1cccnc1Cl
    -5	3	1	-2	-0.4	2	-2	-6	-8	-5
> CN1C(=O)c2ccccc2OC1(C)Cc1ccccc1 (configuration not stated)
    10	18	-6	1	-0.7	-1	2	1	4	-1
> Cc1cc(NC(=O)CSc2nnc(-c3ccco3)n2Cc2ccccc2)no1
    -9	-2	-1	3	0.2	0	-1	7	5	-6
> C[N+]1(CC(=O)OC2CCCCCCCCCCC2)CCCC1
    -8	1	7	2	0.4	0	3	0	0	-3
> COC1(OC)C(/C=C/c2ccc(Cl)cc2)C(C#N)(C#N)C1(OC)OC (configuration not stated)
    5	-4	-1	2	0.1	0	-8	-3	-14	8

Assay outcomes deposited in PubChem by several laboratories.
